Screens as filed in PubChem BioAssay.
NCI-60 one-dose screen, 48 h, at 10 µM unless noted. Numbers give growth in % (100 = growth as untreated, 0 = no growth, -100 = all killed).
HL-60(TB): HL-60(TB) leukemia cells; 78,000 tested, 9% active; active = growth percent below 10
* hit, by the source's call; & = joins results of further samples; ! = not confirmed by another sample; [ ] = dose if it differs, or a comment.

entry	compound	HL-60(TB)
1	O=C(NCc1ccc(Cl)cc1Cl)C1CCC(=O)N1c1cccs1 (stereo unspecified)	99
2	COc1ccc(-c2nnc(-c3ccc(OC)cc3)n2-c2cc(OC)c(OC)c(OC)c2)cc1	90
3	Nc1n[nH]c2cccc(C#Cc3cccc(NC(=O)c4cc(N5CCOCC5)cc(C(F)(F)F)c4)c3)c12	11
4	Clc1cccc(Cl)n1	86
5	Nc1cccc(C(=O)O)c1	98
6	COc1ccc2c(c1)sc1nc(-c3ccccc3)c(-c3ccc(O)c(OC)c3)n12	44
7	CCCCCCCCCCCCCCCCNc1ccccc1	8.5*
8	CCCCNC(=O)C(c1ccccc1)c1ccccc1	98
9	CCOC(=O)/C=C/c1ccc(C(=O)OCC)[nH]1	51
10	CC(C)(C)Nc1nc2c(OCCc3ccccc3)cccn2c1-c1ccc([N+](=O)[O-])cc1	47
11	CC1CCCN(CCCOc2ccc(-c3ccc(C#N)cc3)cc2)C1 (stereo unspecified)	83
12	O=C(c1cnn2c1NC(c1ccc(F)cc1)C2)N1CCCCC1 (stereo unspecified)	100
13	CCCNC(=O)Oc1ccc(/C(=C(/C)Cc2ccc(OC)cc2)c2ccc(OCCN3CCCCCC3)cc2)cc1	72
14	CC(C)n1nc(C#Cc2cccc3cc(-c4cccc(C(F)(F)F)c4)ncc23)c2c(N)ncnc21	57
15	CCCCn1sc(=O)n(Cc2ccc(CNC(=O)OCc3ccc4c(Br)cc(Br)c(O)c4n3)cc2)c1=O	-61*
16	CC(/C=C/c1ccc(Br)cc1)=N\OCC(=O)Nc1ccc(Cl)cc1	92
17	c1ccc(CNCc2ccc(CNCc3ccccc3)cc2)cc1	90
18	O=C1NC2(CCCCC2)OC12CCCCC2	91
19	OC(CCc1ccccc1)c1ccccc1 (stereo unspecified)	98
20	CC(C)(C)N1CCC1C(N)=O (stereo unspecified)	92
21	Cc1ccc(/C=C2\N=C3SCCCN3C2=O)c(C)c1	101
22	CS(=O)(=O)N(c1cc(-c2ccc3ncnc(Nc4ccc(F)c(Cl)c4)c3c2)cnc1Cl)S(C)(=O)=O	20
23	CCn1cc(C(=O)O)c(=O)c2cc(F)c(N3CCN(C(=O)CSc4nc(-c5ccc(Cl)cc5)c(C#N)c(=O)[nH]4)CC3)cc21	105
24	CCOC(=O)CC1Oc2ccc3c(c2NC1=O)c(C(=O)OCC)c(C)n3Cc1ccccc1 (stereo unspecified)	76
25	O=C(O)c1cc(Cl)ccc1Cl	116

2 of the compounds above, with each value named.
14: CC(C)n1nc(C#Cc2cccc3cc(-c4cccc(C(F)(F)F)c4)ncc23)c2c(N)ncnc21
- HL-60(TB): 57
9: CCOC(=O)/C=C/c1ccc(C(=O)OCC)[nH]1
- HL-60(TB): 51

Following part
entry	compound	HL-60(TB)
26	COc1cc(OC)cc(C(=O)Nc2ccc(NCCN3CCOCC3)nc2)c1	129
27	N#Cc1c(-c2ccc(Cl)cc2)nc(NS(=O)(=O)c2ccccc2)nc1N1CCOCC1	103
28	CCCn1cc(/C=N\N=C2\C(=O)Nc3ccc(C)cc32)c2ccccc21	-23*
29	CC1=CC(=C(c2ccc(N)cc2)c2ccc(N)cc2)C=CC1=N	-13*!
30	Nc1ncnc2[nH]c(=S)[nH]c12	116
31	Fc1ccccc1Cc1cn2cc(-c3ccc(Cl)cc3)nc2s1	82
32	O=C(C(=O)c1ccc(O)cc1O)c1ccc(O)cc1O	98
33	COc1cccc2c(=O)c3c(sc12)c(NCCN(C)C)nc1ccccc13	15
34	Cc1ccc2c(c1)sc1nc(-c3c[nH]c4ccccc34)c(Nc3ccccc3)n12	97
35	O=[As](O)(O)c1ccccc1[As](=O)(O)O	113
36	O=C1C=C(c2ccccc2)SC2c3cccn3CCN12 (stereo unspecified)	92
37	O=C(O)CSC1(SCC(=O)O)CCCCC1	90
38	CC(C)CN1CC(C(=O)Nc2ccc3c(c2)-c2ccccc2C3)CC1=O (stereo unspecified)	92[50 µM]
39	COc1ccc(/C=N\NC(=O)c2cc(-c3ccc(Cl)cc3)n(-c3ccc(S(N)(=O)=O)cc3)n2)cc1	110
40	C=C(C)[C@@H]1CC[C@]2(C#N)CC[C@]3(C)[C@H](CC[C@@H]4[C@@](C)(CC/C(N)=N/O)[C@H](C(=C)C)CC[C@]43C)[C@@H]12	77
41	CN(C)c1ccc2c(c1)c1cc(N(C)C)ccc1n2Cc1ccccc1	73
42	O=C(O)CCCn1c(O)c(/C=C2/C=c3cc4c(cc3=NC2=O)OCO4)sc1=S	97
43	C1CCN(C2=NCCN2)CC1	104
44	COC1=C(Cl)C(=O)c2ccccc2C1=O	78
45	CC(=O)/C(=C\c1c(-c2ccccc2)[nH]c2ccccc12)S(=O)(=O)c1ccccc1	-68*
46	CCCCCCCCCCCCC(NC(C)=O)(C(=O)OCC)C(=O)OCC	75
47	C=C(C)[C@@H]1CC[C@]2(COC(C)=O)CC[C@]3(C)[C@H](CC[C@@H]4[C@@]5(C)CC[C@H](NCOC(C)=O)C(C)(C)[C@@H]5CC[C@]43C)[C@@H]12	56
48	COc1ccc(-c2nc(N/N=C/c3ccc[nH]3)nc(N3CCOCC3)c2C#N)cc1	51
49	CC(C)=C[C@@H]1CC2Cc3ccc(Cl)c(C)c3N1O2 (stereo partly specified)	89
50	CCCCc1nc(Cl)c(C2CC(c3ccc(Cl)cc3)=NN2C(C)=O)[nH]1 (stereo unspecified)	92

Going on with the list:
entry	compound	HL-60(TB)
51	COc1cc(-c2nnc(SCc3ccc(O)c4ncccc34)n2-c2ccccc2)cc(OC)c1OC	-18*
52	COc1cccc(/C=C2\SC(N3CCN(c4ccccn4)CC3)=NC2=O)c1	96
53	CN(CCCO)Cc1ccccc1	94
54	COc1cc(CNC(=O)/C=C/c2ccc3c(c2)OCO3)ccc1OCc1cn(-c2cccc(C(F)(F)F)c2)nn1	70
55	CCc1nnc(NC(=O)c2cc(-c3cc(Cl)ccc3Cl)oc2C)s1	84
56	COc1cc2c(c(OC)c1OC)-c1ccc(NNC(=S)N(Cc3cccc(C[N+](Cc4cccc(CNC56CC7CC(CC(C7)C5)C6)c4)(Cc4cccc(CNC56CC7CC(CC(C7)C5)C6)c4)Cc4cccc(CN(C(=S)NNc5ccc6c(cc5=O)[C@@H](NC(C)=O)CCc5cc(OC)c(OC)c(OC)c5-6)C56CC7CC(CC(C7)C5)C6)c4)c3)C34CC5CC(CC(C5)C3)C4)c(=O)cc1[C@@H](NC(C)=O)CC2 (stereo partly specified)	-63*
57	CN(C)NCC(O)COc1ccc(Cl)cc1 (stereo unspecified)	99
58	C[N+](C)(C)CC(=O)N/N=C/c1ccc2c(c1)OCO2	92
59	Clc1ccc2c(NCCCN3CCN(c4nc(N5CCOCC5)nc5ccccc45)CC3)ccnc2c1	-51*
60	CCN(CC)CCOc1ccc(/C(=C(/C)c2ccccc2)c2ccc(OC(C)=O)cc2)cc1	117
61	N#CC(c1ccccc1)N(CCCCCCN(C(=O)c1ccccc1)C(C#N)c1ccccc1)C(=O)c1ccccc1 (stereo unspecified)	116
62	N#C/C(=C\c1c(Cl)cccc1Cl)c1nc2ccccc2[nH]1	55
63	CC(C(O)C(F)(F)F)[N+](=O)[O-] (stereo unspecified)	114
64	CCN1CCN(Cc2ccc(NC(=O)c3cccc(-n4cc(-c5ccc(NC(C)=O)nc5)nn4)c3)cc2C(F)(F)F)CC1	65
65	CSc1nc2ncc([N+](=O)[O-])c(=O)n2[nH]1	106
66	CCCCCCCCCCCC[n+]1ccccc1	-50*
67	Cc1nc(Nc2ccc(NC(=S)Nc3ccccc3)cc2)nc2nc(Nc3ccc(S(=O)(=O)O)cc3)[nH]c(=O)c12	132
68	Cc1cc(NN=C(c2ccc(O)cc2)c2ccc(O)cc2)c([N+](=O)[O-])cc1[N+](=O)[O-]	67
69	Cc1ccc([C@H]2C(C(=O)c3ccc(Cl)cc3)C3(N[C@@H]2c2ccccc2)C(=O)Nc2ccc(Br)cc23)cc1 (stereo partly specified)	35
70	COc1ncnc2c(-c3ccccc3)cn(COCc3ccccc3)c12	53
71	Cc1nc(Nc2cccc(Nc3nc(C)c(N=Nc4ccccc4)s3)c2)sc1N=Nc1ccccc1	95
72	CC1CCCC(C)C1CO (stereo unspecified)	99
73	O=C1CCC(=O)N1c1ccccc1	73
74	CCOC(=O)Nc1ccc2c(ccn2C(=O)c2cccc(F)c2)c1	12
75	CCC(C)(C)c1ccc(O)cc1	101&106

Later entries:
entry	compound	HL-60(TB)
76	Fc1cccc(-c2ncc(-c3ccccc3)o2)c1	124
77	C=C1C(=O)O[C@H]2[C@H]1CC/C(COC(=O)NCc1ccc(Cn3c(=O)sn(-c4ccc(Cl)cc4)c3=O)cc1)=C\CC[C@@]1(C)O[C@@H]21	-11*
78	CC(O)C(NC(=O)C(Cl)Cl)C(=O)O (stereo unspecified)	118
79	Cc1ccc2c(c1)nc(-c1ccccc1)n2CC(=O)N=Nc1c(O)[nH]c2ccccc12	102
80	CCCCCCCCC(C)C(=O)N1CCCC1C(=O)N1C(CC(=O)CC)CC(C)CC1C(=O)NC(C)C(=O)NC(C)(C)C(=O)NC(C)(C)C(=O)NC(C(=O)NC(C)C(=O)NC(C)(C)C(=O)NC(C)(C)C(=O)NC(C)CN(C)CCO)C(C)CC (stereo unspecified)	-52*
81	Cc1nn(-c2ccccc2)cc1/C=C1\SC(=S)NC1=O	84
82	CC(=O)OCC1(C)OC(=O)N(Cc2ccccc2F)C1=O (stereo unspecified)	105
83	O=C(Nc1ccccc1C1=NCCN1)c1ccc(C(=O)Nc2ccccc2C2=NCCN2)cc1	98
84	CN1CCN(C(=O)[C@]23CCC(C)(C)C[C@H]2C2=CC[C@@H]4[C@@]5(C)C/C(=C/c6cccnc6)C(=O)C(C)(C)[C@@H]5CC[C@@]4(C)[C@]2(C)CC3)CC1	-32*
85	CC(C)N(CC#CCO)CCO	103
86	Nc1ccc(N(O)/C=C2\C=CC=CC2=O)cc1	96
87	CCCC1CCCCN1C(=O)OC (stereo unspecified)	105
88	CN(C)c1ccc(/C=N\NC(=O)c2ccncc2)cc1	105
89	CCNC(=S)Nc1ccc(S(=O)(=O)Nc2ccc(Cl)nn2)cc1	107
90	Cc1ccc(S(=O)(=O)NCCNc2cc(-c3cn(C(C)(C)C)nc3-c3cccc(F)c3)ccn2)cc1	66
91	COc1cc(OC)c(N(C)C(=O)c2cc3c(s2)-c2ccccc2S(=O)(=O)C3)cc1Cl	116
92	COc1ccc(Cn2c(Cl)c(C(=O)O)c3cc(OC)ccc32)cc1	95
93	O=C(O)c1nc(-c2cccc(Cl)c2)nc2ccccc12	94
94	COc1ccc(-n2nc(C(=O)N/N=C\c3ccc(F)cc3)cc2-c2ccc(Br)cc2)cc1	94
95	CCCCS(=O)(=O)O	99
96	Cn1c2ccccc2c2nn(Cc3ccccc3)c(=O)nc21	110
97	CCOC(=O)c1c(C)nc(C)c(C(=O)OCC)c1-c1cccc([N+](=O)[O-])c1	105
98	CC(C)(C)C(Br)C(=O)Nc1ccccc1 (stereo unspecified)	121
99	C#CCOc1ccc(C(Nc2ccc(CC)cc2)c2nnnn2C2CCCCC2)cc1OC (stereo unspecified)	97
100	COc1ccc(C2CC(=O)Nc3nc(N)sc32)cc1OC (stereo unspecified)	70

Overlap with the part before: 7 entries, then new ones.
entry	compound	HL-60(TB)
94	COc1ccc(-n2nc(C(=O)N/N=C\c3ccc(F)cc3)cc2-c2ccc(Br)cc2)cc1	94
95	CCCCS(=O)(=O)O	99
96	Cn1c2ccccc2c2nn(Cc3ccccc3)c(=O)nc21	110
97	CCOC(=O)c1c(C)nc(C)c(C(=O)OCC)c1-c1cccc([N+](=O)[O-])c1	105
98	CC(C)(C)C(Br)C(=O)Nc1ccccc1 (stereo unspecified)	121
99	C#CCOc1ccc(C(Nc2ccc(CC)cc2)c2nnnn2C2CCCCC2)cc1OC (stereo unspecified)	97
100	COc1ccc(C2CC(=O)Nc3nc(N)sc32)cc1OC (stereo unspecified)	70
101	C=C(C)[C@@H]1CC[C@]2(C(=O)NCCCCCCN)CC[C@]3(C)[C@H](CC[C@@H]4[C@@]5(C)C/C(=C/c6ccncc6)C(=O)C(C)(C)[C@@H]5CC[C@]43C)[C@@H]12	101
102	CN1CCC(CC(C(=O)N2CCCC2)(c2ccccc2)c2ccccc2)C1 (stereo unspecified)	98
103	CCN1C(=O)N(CC)C2SC(N/N=C/c3ccc(F)cc3)=NC21 (stereo unspecified)	2.8*
104	Nc1ccc(Br)cc1C(F)(F)F	90
105	CC(C)=C(NC(=O)c1ccccc1)C(=O)O	110
106	COc1cc(C2C=C(c3ccc(Cl)cc3)Nc3nc(SC)[nH]c(=O)c32)ccc1Oc1ccnc2cc(Cl)ccc12 (stereo unspecified)	109
107	CC1CCC(C)(C)c2ccccc21 (stereo unspecified)	109
108	COc1ccc2c(c1)CCCN2C(N)=Nc1ccc(Cl)cc1	88
109	Clc1ccc(-c2nc(-c3cccs3)cn3ccnc23)cc1	99
110	CN(C)CCNC(=O)c1ccc(-c2nc3ccc4[nH]ncc4c3c3c2C2CCC3C2)cc1 (stereo unspecified)	-21*
111	O=C(/C=C/c1cccc(O)c1)c1ccccc1O	66
112	COc1ccc(C2=NN(CC(=O)Nc3nc4ccccc4s3)C(=O)CC2)cc1	96
113	CCCCCCCC(=O)NCc1ccc(OCC(=O)NO)c(OC)c1	119
114	COc1ccc(CNC(=O)c2c(C)n([O-])c3ccc(OC)cc3[n+]2=O)cc1	93
115	C=C1c2c(C)nn(-c3ccc(S(N)(=O)=O)cc3)c2N(C)C23CC1C1(C)c4c(C)nn(-c5ccc(S(N)(=O)=O)cc5)c4N(C)C(C)(CC12)C3 (stereo unspecified)	8.6*
116	COc1cc(-c2ccc(NC(=O)c3cc4ccccc4cc3O)c(OC)c2)ccc1NC(=O)c1cc2ccccc2cc1O	105
117	COc1ccccc1-n1cc(C#N)c(N)c1C(=O)c1ccc(Br)cc1	36
118	CC(C)(C)c1ccc(OP(=O)(Oc2ccccc2)Oc2ccccc2)cc1	80
119	Cc1ccc(S(=O)(=O)n2cc([C@@]3(O)C[C@H](CI)OC3=O)c3ccccc32)cc1	16
120	Oc1cccc2cccnc12	78&114&99

A portion of the library; the hit share may differ from the screen's.
